# Screening data: PubChem, several laboratories
# 3CLpro inhibitor = SARS-CoV 3CLpro protease inhibition | recombinant SARS-CoV 3CLpro, quenched FRET peptide cleavage | inhibition, % at 6 µM | actives 0.14% (n = 290,000); in the data active = inhibition above about 12%
# Anthrax LF prot = inhibitors of Bacillus anthracis lethal factor protease. P15917. multiplex microsphere protease cleavage assay, LF. inhibition, % at 10 µM. actives 0.12% (n = 360,000); note: plate controls were buffer without enzyme for full effect and enzyme alone for no effect
# Target sequence (P15917 whole entry, looked up): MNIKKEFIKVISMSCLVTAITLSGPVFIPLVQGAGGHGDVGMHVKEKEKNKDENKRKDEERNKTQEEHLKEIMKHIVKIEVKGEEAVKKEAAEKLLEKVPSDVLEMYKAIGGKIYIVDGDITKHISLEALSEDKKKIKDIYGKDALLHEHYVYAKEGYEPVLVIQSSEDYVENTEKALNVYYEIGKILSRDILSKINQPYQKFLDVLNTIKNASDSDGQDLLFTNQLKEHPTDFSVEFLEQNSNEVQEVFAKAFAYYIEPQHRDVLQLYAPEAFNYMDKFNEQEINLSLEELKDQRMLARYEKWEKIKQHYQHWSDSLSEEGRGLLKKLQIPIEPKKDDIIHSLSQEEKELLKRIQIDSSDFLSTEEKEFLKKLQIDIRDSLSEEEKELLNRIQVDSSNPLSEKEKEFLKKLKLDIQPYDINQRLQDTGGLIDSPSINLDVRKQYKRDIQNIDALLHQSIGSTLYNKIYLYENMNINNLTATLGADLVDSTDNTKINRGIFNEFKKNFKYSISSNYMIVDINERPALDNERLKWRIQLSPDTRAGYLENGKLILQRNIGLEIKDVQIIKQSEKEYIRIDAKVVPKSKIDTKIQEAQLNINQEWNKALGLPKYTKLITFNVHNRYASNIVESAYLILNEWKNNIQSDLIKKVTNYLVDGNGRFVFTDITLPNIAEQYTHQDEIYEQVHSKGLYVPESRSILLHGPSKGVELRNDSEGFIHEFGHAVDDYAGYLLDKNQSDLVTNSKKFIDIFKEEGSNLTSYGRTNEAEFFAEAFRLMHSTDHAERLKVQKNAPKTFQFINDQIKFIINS
# MazEF act = MazEF (E. coli) toxin RNase activation; P0AE70; FAM/BHQ RNA-DNA oligo cleavage fluorescence, 5 h; activation, % at 20 µM; actives 0.32% (n = 350,000); in the data active = activation above about 50%
# Target sequence (P0AE70 whole entry, looked up): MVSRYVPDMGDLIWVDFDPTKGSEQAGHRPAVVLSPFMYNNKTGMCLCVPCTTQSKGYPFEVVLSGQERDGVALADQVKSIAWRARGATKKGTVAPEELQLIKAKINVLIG
# CCHF vOTU inh = CCHFV vOTU protease inhibition; Pep-AMC fluorescence; inhibition, % at 11.5 µM; actives 0.55% (n = 370,000); in the data active = inhibition above about 30%; note: 0% = vehicle wells with enzyme and 100% = no enzyme wells
# VHR inh abs = DUSP3 (human) phosphatase inhibition. P51452. recombinant VHR phosphatase, pNPP absorbance. inhibition, % at 13.3 µM. actives 0.52% (n = 290,000). AID 1654; in the data active = inhibition above about 50%; note: some compounds called inactive have numbers as strong as hits
# Target sequence (P51452 whole entry, looked up): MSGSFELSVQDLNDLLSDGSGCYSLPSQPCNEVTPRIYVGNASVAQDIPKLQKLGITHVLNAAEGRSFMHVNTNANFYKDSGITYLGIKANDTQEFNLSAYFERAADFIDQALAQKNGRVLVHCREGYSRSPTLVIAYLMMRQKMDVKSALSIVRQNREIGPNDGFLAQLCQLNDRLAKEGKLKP
# SSB-PriA inh = K. pneumoniae PriA-SSBct interaction inhibition. AlphaScreen SSBct-PriA binding, biotinylated peptide. inhibition, % at 33 µM. actives 0.6% (n = 430,000); in the data active = inhibition mostly above about 37%, no sharp cut-off; inactive = mostly below about 20%;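 note: plate controls were negative control peptide for no effect and reference peptide for full effect; strong numbers were not always called active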
# Rv3671c protease = inhibitors of M. tuberculosis serine protease Rv3671c; P9WHR9; inhibition, % at 5.96 µM; actives 0.048% (n = 320,000); AID 2606; in the data active = inhibition above about 38%;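 note: extracellular domain of Rv3671c used as enzyme; 0% = enzyme with DMSO and 100% = no enzyme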
# PrPC TRFRET = inhibitors of human cell surface prion protein PrPC; P04156; TR-FRET read-out; inhibition, % at 13.8 µM; actives 0.43% (n = 370,000); AID 720596; in the data active = inhibition above about 24%; note: 0% = median of the test wells and 100% = reference compound wells
# BoNT A protease = inhibitors of Botulinum neurotoxin A light chain protease. multiplex microsphere protease substrate cleavage, flow cytometry. actives 0.17% (n = 360,000). inhibition, % at 10 µM; note: plate controls were buffer without enzyme for full effect and enzyme alone for no effect
# BoNT F protease = inhibitors of Botulinum neurotoxin F light chain protease | Multiplex microsphere protease cleavage assay, flow cytometry | actives 0.22% (n = 360,000) | inhibition, % at 10 µM; in the data active = inhibition above about 35%, passing the limit was not always enough; inconclusive = no clear call, values can overlap the other calls; note: plate controls were buffer without enzyme for full effect and enzyme alone for no effect
# Active calls of the source: *; ? = inconclusive; nt = no result given. Cut-off read from the data, not from the text of the source, unless noted: active = inhibition above about 30%; inconclusive = no clear call, values can overlap the other calls; inactive = below that. The list is partial, so the mix of outcomes need not match the whole.
SMILES,3CLpro inhibitor,Anthrax LF prot,MazEF act,CCHF vOTU inh,VHR inh abs,SSB-PriA inh,Rv3671c protease,PrPC TRFRET,BoNT A protease,BoNT F protease
CCOc1ccc2nc(NC(=O)c3c([N+](=O)[O-])cnn3CC)sc2c1,4,4,10,5,-2,-12,4,2,0.0,-7
COC(=O)NCc1ccc2c(c1)OCO2,-3,-3,9,-8,6,-19,5,-8,-0.5,0
CCc1ccccc1NNC(=O)c1snnc1C,2,-12,8,-5,10,-10,-8,13,2.3,?
Cc1cc(=O)oc2c3c(cc(OCC(=O)N[C@H](C(=O)O)c4ccccc4)c12)OC(C)(C)CC3,11,-2,2,-210,20,4,2,0,-0.5,-15
Cc1ccc(C)c(NC(=O)NNS(=O)(=O)c2ccc(C)c(C)c2)c1,-4,-3,9,23,19,34,-1,0,4.9,13
O=C(NC1=NCCS1)c1ccccc1,-1,4,-20,-4,17,-10,2,3,-2.4,10
COc1ccc(OCCNS(=O)(=O)c2ccccc2)cc1,-3,0,-1,6,32,-16,6,-2,1.0,-7
OCC[C@@H]1C[C@H](O)[C@@H](O)[C@]2(OCCc3cc(Cl)ccc32)O1,nt,2,nt,-5,nt,nt,nt,2,0.4,3
C[C@H](NC(=O)OCc1ccccc1)c1nnc([C@H](Cc2ccccc2)NC(=O)OC(C)(C)C)o1,nt,0,7,7,22,6,-10,-3,-0.2,-3
COC(=O)C1CCN(C(=O)c2cc(S(=O)(=O)N3CCCCC3)ccc2Cl)CC1,nt,8,4,0,nt,-13,-3,9,-2.4,-5
COc1cccc(N2CCN(C(=O)Nc3ccc4c(c3)NC(=O)CO4)CC2)c1,4,-6,7,8,29,0,2,-5,1.8,4
O=C1CC(N2CCSCC2)C(=O)N1CCc1ccccc1 (configuration not stated),5,nt,3,4,2,-4,2,3,nt,nt
Cn1c(Cc2ccccc2)n[nH]c1=S,-2,-2,-1,0,0,-7,-13,4,-1.4,-8
COc1ccccc1N(CC(=O)N(C)Cc1ccccc1)S(=O)(=O)c1cccs1,nt,-8,3,8,nt,-1,-1,5,-0.9,4
CCOc1cc(/C=C2/NC(=S)NC2=O)ccc1OCc1ccc([N+](=O)[O-])cc1,-7,0,-26,7,-18,-1,1,-6,0.7,-5
Cc1nnc(NC(=O)C2COc3ccccc3O2)s1 (configuration not stated),1,-2,7,-13,-10,-18,6,1,-0.5,-2
CCCCN1C(=O)C(CC(=O)NCCCN(C)C)CC(C(=O)N2CCOCC2)=C1C (configuration not stated),nt,2,-1,14,nt,nt,nt,6,0.2,0
Cc1ccc2[nH]c3c(c2c1)CN(C)CC3,0,4,0,-4,18,-3,10,-1,-0.6,-2
CCS(=O)(=O)N1CCCC(C(=O)NCc2ccc(C)cc2)C1 (configuration not stated),-2,-2,-1,-14,24,-6,5,5,-0.6,-2
CN(C)C(=O)COc1ccc(C(=O)/C=C/c2cccnc2)cc1,4,7,4,-9,-19,-6,2,1,-0.6,-5
CCCCC(=O)Nc1ccc(C(=O)NCCN2CCOCC2)cc1,0,0,-4,-15,-3,-20,4,-6,2.3,?
O=C(CCC1COc2ccccc2O1)Nc1cccnc1 (configuration not stated),-1,-3,-1,1,5,-10,-3,3,-2.0,0
Cc1cc(C(=O)NCCCN(C)C)c2ccccc2n1,4,0,10,2,30,-6,nt,1,0.0,-8
Cc1ccc(C(=O)Nc2c(C)cc(-c3ccccc3)oc2=O)cc1,5,-3,0,-8,18,-10,0,-3,-1.1,2
CN(CC(=O)Nc1ccccc1Cl)C(=O)CSC(=S)N1CCCC1,nt,?,1,-7,nt,-12,-3,-1,?,?
CC(C)(C)c1ccc(C(=O)N2CCN(S(=O)(=O)c3ccc(Br)s3)CC2)cc1,nt,-2,1,3,nt,1,-9,6,2.4,-3
C=C(C)CSc1nc(N)c2c(C)c(C)sc2n1,1,2,2,4,22,-6,-5,6,-0.2,0
COc1ccc(Cl)cc1Nc1nc(C)cc(C)c1C(N)=O,3,-2,6,-1,-5,-12,5,-6,0.1,-3
CCCCCNC(=O)CCCCn1c(=O)[nH]c2cc(OCC)c(OCC)cc2c1=O,-6,1,-1,-12,51*,-21,1,0,-1.2,-8
Cc1ccc(-n2ccc(=O)c(C(=O)Nc3ccc(S(=O)(=O)Nc4nccc(C)n4)cc3)n2)cc1,-2,-2,2,8,15,6,4,-7,-1.0,2
CCc1ccc(C(=O)NNC(=O)C2CC(=O)N(c3ccc4c(c3)OCCO4)C2)cc1 (configuration not stated),nt,0,4,0,nt,1,-6,7,-1.0,-8
CCCN(CCC)CCCNC(=O)c1cn(CCOC)c(=O)c2c1c1ccccc1n2C,-7,-3,0,-43,4,-22,-7,-2,-0.1,-5
Cc1csc(CNC(=O)C2CCC(=O)N(CCCc3ccccc3)C2)n1 (configuration not stated),-2,-1,-24,-4,19,-17,-8,0,0.4,3
O=C(CCn1cccc1)NCc1ccccc1,-5,-3,8,2,17,3,-5,-7,-0.9,-4
CCOC(=O)c1c(CN(C)C)n(-c2ccccc2)c2cc(Br)c(OC)cc12,-4,-2,-2,1,5,6,-22,-5,-0.2,-3
Cc1cc(C)cc(N(CC(=O)Nc2cccc(C)n2)S(=O)(=O)c2c(C)noc2C)c1,-1,-9,9,4,5,-3,-3,24,-0.2,-6
COCCN(C(C)=O)c1nnc(-c2cnccn2)s1,-5,0,-7,0,22,2,4,4,1.7,?
Cc1cc(=O)oc2c(C)c(OCC(=O)N3CCC(C(=O)O)CC3)ccc12,1,-4,2,-20,29,-13,-11,2,0.1,-15
CCOC(=O)C1=C(C)NC(=S)NC1c1ccc(-c2ccc(Cl)cc2)o1 (configuration not stated),1,-3,-8,0,-7,8,-12,0,-1.4,-15
CCOc1ccccc1CN1CCN(Cc2cccc3nonc23)CC1CCO (configuration not stated),2,5,-17,-14,22,-11,-2,-26,-2.0,-10
O=C1c2cc(S(=O)(=O)NCCCO)ccc2-c2ccc(S(=O)(=O)NCCCO)cc21,-1,-1,3,5,-28,-26,-1,-65,2.6,1
COc1cc2c(cc1OC)-c1cc(Nc3ccc(F)cc3)nc(=O)n1CC2,-2,7,10,1,16,1,-9,6,0.9,14
Cc1cc(C(=O)NCc2ccco2)on1,-2,0,8,7,21,4,5,0,-0.3,-5
O=C(CCN1C(=O)c2cccc([N+](=O)[O-])c2C1=O)Nc1nccs1,-1,3,7,-8,14,-4,2,4,-0.3,-2
CCN(CC)c1ccc(N=Cc2c(O)n(Cc3ccco3)c(=O)[nH]c2=O)cc1,4,-13,49,12,41,-14,-17,-5,-2.0,?
CCOc1cc(C=O)cc(Cl)c1OCC(N)=O,-5,-2,0,-1,16,5,-9,7,0.2,-2
CCOc1ccc(NC(=O)Nc2ccon2)cc1,-3,0,0,12,19,-20,-4,8,-0.3,-3
CN1CCN(CCCNC(=O)c2cn(C)c3ccc(S(=O)(=O)N(C)C)cc3c2=O)CC1,-2,-10,8,14,42,-1,5,-2,0.3,0

# Full records, quoted from the list:
# Listed for `CCOc1ccc(NC(=O)Nc2ccon2)cc1` = 3CLpro inhibitor = -3; Anthrax LF prot = 0; MazEF act = 0; CCHF vOTU inh = 12; VHR inh abs = 19; SSB-PriA inh = -20; Rv3671c protease = -4; PrPC TRFRET = 8; BoNT A protease = -0.3; BoNT F protease = -3
# Listed for `O=C(CCN1C(=O)c2cccc([N+](=O)[O-])c2C1=O)Nc1nccs1` = 3CLpro inhibitor = -1; Anthrax LF prot = 3; MazEF act = 7; CCHF vOTU inh = -8; VHR inh abs = 14; SSB-PriA inh = -4; Rv3671c protease = 2; PrPC TRFRET = 4; BoNT A protease = -0.3; BoNT F protease = -2
# Listed for `COCCN(C(C)=O)c1nnc(-c2cnccn2)s1` = 3CLpro inhibitor = -5; Anthrax LF prot = 0; MazEF act = -7; CCHF vOTU inh = 0; VHR inh abs = 22; SSB-PriA inh = 2; Rv3671c protease = 4; PrPC TRFRET = 4; BoNT A protease = 1.7; BoNT F protease = ?

# The list continues.
SMILES,3CLpro inhibitor,Anthrax LF prot,MazEF act,CCHF vOTU inh,VHR inh abs,SSB-PriA inh,Rv3671c protease,PrPC TRFRET,BoNT A protease,BoNT F protease
CCOc1ccc(S(=O)(=O)NC2=NCCCCC2)cc1,nt,-5,2,-6,nt,-29,0,7,0.0,-2
CCOC(=O)c1cc(C#N)c(Oc2cccc(C(F)(F)F)c2)nc1-c1ccccc1,-1,-2,-2,16,-2,-18,-8,2,0.5,-1
Cc1ccc(C)c(C(=O)CSc2nnc(C)s2)c1,1,-3,8,-7,11,-1,8,-7,-0.3,-3
CCOc1ccccc1CNCCN1CCOCC1,3,-4,-7,7,33,-11,1,5,1.3,-2
Cc1ccc(SCC(=O)OCC(=O)N(C)CC(=O)Nc2ccccc2Cl)cc1,nt,-2,4,-6,nt,-4,2,5,-2.0,2
COc1ccc(NC2(c3ccc(Cl)cc3)C(=O)c3ccccc3C2=O)cc1,-2,-3,4,8,27,53,-5,12,0.0,-3
CCN(CC(=O)NCc1ccco1)S(=O)(=O)c1ccc(OC)cc1,nt,?,11,-5,nt,-10,5,0,?,?
CCN(C1CCS(=O)(=O)C1)S(=O)(=O)c1ccc(OC)c(OC)c1 (configuration not stated),nt,8,0,2,nt,-3,1,2,-0.3,-9
O=C(NC1CCCC1)c1cc(-c2ccc(Cl)cc2Cl)on1,-1,2,-3,-1,-9,-4,-5,7,0.9,3
O=C(c1ccc(F)cc1)n1cc(C(=S)N2CCOCC2)c2ccccc21,2,2,10,5,9,15,2,-1,-1.0,4
COc1ccc(C=C2C(=O)OC(C)(C)OC2=O)cc1OC,2,8,-16,-2,1,9,4,-5,-1.5,28
Cc1ccc(CNC(=O)CN2C(=O)COc3ccc(S(=O)(=O)N4CCCCC4)cc32)o1,4,1,0,17,2,-17,-7,5,1.5,5
CCOC(=O)N1CCN(CCC(=O)Nc2ccc(Br)c(C)c2)CC1,7,-7,1,0,19,-7,2,-1,-1.6,-8
O=C(OCC(=O)N1CCCC1=O)c1ccc(F)c(S(=O)(=O)N2CCOCC2)c1,1,-4,-6,15,23,-16,1,-6,-3.2,2
O=C1NC(=O)C(CCc2ccccn2)(Cc2cccc(Cl)c2Cl)C(=O)N1c1ccc(Br)cc1 (configuration not stated),2,-1,2,-8,4,-12,-6,6,-1.1,-4
Cc1nnc(N2C(=O)c3cccc4c([N+](=O)[O-])ccc(c34)C2=O)s1,-1,-1,16,-6,12,1,-6,-8,1.5,20
O=C(O)c1cccc(N/N=C/C2=C(Cl)c3cc(Cl)ccc3SC2)c1,3,-7,5,1,10,nt,nt,3,0.1,-6
CCCCC(CC)CN=C(N)NC(N)=NCCCCCCN=C(N)NC(N)=NCC(CC)CCCC (configuration not stated),nt,-13,-3,nt,nt,4,1,nt,0.7,-69
CC(C)CC(=O)Nc1nnc(S(=O)(=O)N2c3ccccc3CC2C)s1 (configuration not stated),0,-1,-4,1,10,-11,-10,-6,0.4,6
CCCc1ccc(C(=O)[C@@H]2[C@@H](C(C)=O)N3c4ccc(F)cc4C=C[C@@H]3[C@@]23C(=O)Nc2ccccc23)cc1,4,6,2,14,-15,-8,-13,3,5.8,-1
COc1ccc(OCC(=O)NCCC2=CCCCC2)c([N+](=O)[O-])c1,4,-1,-2,15,-15,-3,4,0,0.0,0
COc1ccc(C(=O)N/N=C/c2c(C)[nH]c(=O)[nH]c2=O)cc1,3,2,-12,-3,17,nt,-4,-2,-0.4,0
COc1ccc(NC(=O)CSc2nc(=O)n(CCN3CCOCC3)c3c2CCCC3)c(OC)c1,nt,0,11,-3,nt,-15,-3,3,1.8,-10
CC(C)CNc1ncnc2c1ncn2[C@H]1CN(Cc2cccc3ccccc23)C[C@@H](CO)O1,nt,-4,nt,-2,nt,nt,nt,5,-0.5,-9
N#Cc1c2ccc([N+](=O)[O-])cc2[n+]([O-])n1-c1ccccc1,nt,-1,nt,10,nt,nt,9,-1,-0.3,-2
COc1cc2[nH]c(=O)n(Cc3ccc(C(=O)N4CCC(N5CCCCC5)CC4)cc3)c(=O)c2cc1OC,-4,-6,8,nt,29,-15,-3,nt,-0.7,-7
Cc1ccccc1NS(=O)(=O)c1ccc(NC(=O)c2ccco2)cc1,-2,-4,-2,9,-22,-17,-9,20,-0.2,-1
